Luc counter – Kinase-Glo luciferase inhibition (counter-screen) | Kinase-Glo luciferase, ATP luminescence, 8 min | Potency, µM (series often up to 38.3 µM), for inactives: at the top dose activity change, negative = inhibition, hits mostly inhibitors | hit rate 0.28% among 200,000; also: % is scaled to controls: 0 for no effect and ±100 for the full control effect; nearly all actives have a fitted effect of over 60% in size
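Inhibition of Kinase-Glo luciferase light generation was assessed at 10 uM ATP in pH 7.2 imidazole buffer, with luminescence measured after eight minutes at ambient temperature.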
RECQ1 inh – inhibitors of human RECQ1 DNA helicase; P46063; RECQ1 DNA unwinding, red fluorescence kinetic read; Potency, µM (titrated, usually from 57.3 µM), for the others: top-dose activity, negative = inhibition, hits mostly inhibitors; hit rate 0.54% among 240,000; AID 2549;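 also: plate controls were vehicle for no effect and no enzyme for full effect; nearly all actives have a fitted effect of over 30% in size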
Target sequence (P46063 whole entry, looked up): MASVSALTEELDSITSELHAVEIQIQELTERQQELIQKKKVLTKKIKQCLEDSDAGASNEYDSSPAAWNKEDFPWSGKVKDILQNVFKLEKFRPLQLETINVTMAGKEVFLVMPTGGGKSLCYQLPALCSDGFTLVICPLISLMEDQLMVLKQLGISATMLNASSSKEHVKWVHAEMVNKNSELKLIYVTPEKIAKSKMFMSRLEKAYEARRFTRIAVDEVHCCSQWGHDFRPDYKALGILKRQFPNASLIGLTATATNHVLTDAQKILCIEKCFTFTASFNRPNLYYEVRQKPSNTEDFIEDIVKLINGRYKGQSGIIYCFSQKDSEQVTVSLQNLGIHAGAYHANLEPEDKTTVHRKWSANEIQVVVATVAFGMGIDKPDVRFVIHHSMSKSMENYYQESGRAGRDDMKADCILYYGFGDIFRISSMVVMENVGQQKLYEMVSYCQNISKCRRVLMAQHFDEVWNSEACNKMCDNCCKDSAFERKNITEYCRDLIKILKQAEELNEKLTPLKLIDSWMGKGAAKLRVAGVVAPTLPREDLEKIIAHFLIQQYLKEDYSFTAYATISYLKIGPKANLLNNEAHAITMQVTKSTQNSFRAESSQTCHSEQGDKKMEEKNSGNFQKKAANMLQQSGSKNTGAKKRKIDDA
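RECQ1T1 50 nM; forked duplex (20 bp + 30-nt ss tails) 200 nM, ATP 2 mM final; pH 8.0, 2 mM MgCl2, 2.5 ug/ml poly(dI-dC); 15 min compound preincubation; discontinuous kinetic read over 2 h at RT.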
L3MBTL1 block – L3MBTL1 (human) inhibition; hit rate 0.66% among 230,000; AlphaScreen L3MBTL1–H3K9me1 peptide binding; Potency, µM (series often up to 57.1 µM), for the others: at the top dose activity, negative = inhibition, usual class: inhibitors; AID 485360; also: % is scaled to controls: 0 for no effect and ±100 for the full control effect; nearly all actives have a fitted effect of over 60% in size
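Displacement of a biotinylated histone H3(1-15) peptide monomethylated at Lys9 (75 nM) from L3MBTL1 (50 nM) was measured by AlphaScreen after a 30 min room-temperature compound incubation; cefsulodin titration served as intraplate control.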
ALDH1A1 block – inhibitors of human aldehyde dehydrogenase 1A1. P00352. Purified ALDH1A1, NADH fluorescence, propionaldehyde substrate. Potency, µM (series often up to 75.3 µM), for inactives: at the highest dose activity, negative = inhibition, usual class: inhibitors. hit rate 7.3% among 220,000. AID 1030; active = well fitted inhibition curve with a large enough effect, not every such curve was filed as active; inconclusive = small, poorly fitted or top-dose-only effect, or another doubt; inactive = no such curve, though single readings can be large or run the other way;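 also: plate controls were no enzyme wells and a reference inhibitor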
Tau ThT inhib – blocks human tau fibril formation measured by thioflavin T; P10636; recombinant tau K18 P301L (four-repeat tau fragment), heparin-induced fibrillization, ThT fluorescence; Potency, µM (series often up to 57.4 µM), for inactives: at the top dose activity, negative = inhibition, actives largely listed as inhibitors; hit rate 2.1% among 270,000; also: % is scaled to controls: 0 for no effect and ±100 for the full control effect; nearly all actives have a fitted effect of over 55% in size
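Heparin-induced fibrillization of the P301L-mutant K18 repeat-domain fragment of human tau was followed by ThT binding in quantitative high-throughput format.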
Lamin A splicing – LMNA splicing modulation | HeLa LMNA splicing GFP/RFP minigene ratio, 48 h | Potency, µM (doses to about 46.1 µM), for inactives: top-dose ratio change, negative = inhibition, actives largely listed as inhibitors | hit rate 0.01% among 200,000 | AID 1487; active = well fitted inhibition curve with a large enough effect in the signal ratio, with a control signal flat, not every such curve was filed as active; inconclusive = small, poorly fitted or top-dose-only effect, or effect the other way, or a change in a side signal; the % refers to the signal ratio; also: % is scaled to controls: 0 for no effect and ±100 for the full control effect
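Read-out is the ratio of GFP to DsRed2 object intensity, acquired by 488 nm laser-scanning cytometry on HeLa lamin A-EGFP minigene reporter cells. Compound incubation 48 hrs at 37 °C in Opti-MEM with 2% FBS; DMSO 0.5% final.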
JMJD2E inh – blocks human JMJD2E demethylase activity; B2RXH2; JMJD2E catalytic domain, FDH-coupled NADH fluorescence (FDH is formaldehyde dehydrogenase); Potency, µM (top dose mostly 57.1 µM), without a hit: at the highest dose activity change, negative = inhibition, actives largely listed as inhibitors; hit rate 1.6% among 230,000; AID 2147; active = well fitted inhibition curve with a large enough effect, not every such curve was filed as active; inconclusive = small, poorly fitted or top-dose-only effect, or another doubt; inactive = no such curve, though single readings can be large or run the other way;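 also: 0% = wells with enzyme and -100% = buffer wells without enzyme; nearly all actives have a fitted effect of over 50% in size; many of its hits are not listed in these tables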
Target sequence (B2RXH2 1-337 limits assumed): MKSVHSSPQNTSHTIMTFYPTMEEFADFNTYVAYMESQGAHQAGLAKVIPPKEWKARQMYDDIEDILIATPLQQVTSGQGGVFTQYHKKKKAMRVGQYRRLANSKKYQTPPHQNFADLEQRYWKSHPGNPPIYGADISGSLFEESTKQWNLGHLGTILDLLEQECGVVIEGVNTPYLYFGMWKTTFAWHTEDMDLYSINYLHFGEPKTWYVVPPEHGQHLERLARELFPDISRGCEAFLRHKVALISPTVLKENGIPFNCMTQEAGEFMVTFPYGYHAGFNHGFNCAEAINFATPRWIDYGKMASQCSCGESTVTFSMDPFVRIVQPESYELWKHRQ
SMN2 splice enh – increases expression of the SMN2 splice variant; Potency, µM (highest dose often 46.1 µM), for inactives: at the highest dose activity change, positive = activation, hits mostly activators; HEK293 SMN2-luciferase splicing reporter, luminescence, 30-36 h; hit rate 2.8% among 210,000; also: % of control where 0% means no effect; nearly all actives have a fitted effect of over 55% in size
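qHTS luciferase splicing reporter: luminescence rises when SMN2 exon 7 is included in transfected HEK293 cells. Compound exposure lasted 30-36 h at 37C, with 4.5 mM final sodium butyrate as control, followed by a ONE-Glo read.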
Starred values were filed as active, the others as inactive; i = inactive; ? = inconclusive; · = not tested or not shown; & = joins results of further samples; [ ] = remark or other dose. Unless noted, calls follow the shape of the dose curve; as a rule, active = well fitted curve in the direction sought with a large enough effect; inconclusive = small, poorly fitted or top-dose-only effect, or another doubt; inactive = no such curve, though single readings can be large; an effect the other way counts as inactive or inconclusive. Potency is read from the fitted curve at half-maximal effect. Some of the compounds tested, so the mix of outcomes need not match the whole.

Start of the data: the first two compounds, ahead of the listing:
SMILES	Luc counter	RECQ1 inh	L3MBTL1 block	ALDH1A1 block	Tau ThT inhib	Lamin A splicing	JMJD2E inh	SMN2 splice enh
CCOC(=O)C1CCCN(C2CC(=O)N(c3ccc(C)c(C)c3)C2=O)C1 (stereo not given)	-1%	9%	22%	10µM*	6%	0%	1%	-12%
N#CC1(P(=O)(c2ccccc2)c2ccccc2)CC1	-3%	-5%	4%	-1%	-14%	-2%	4%	-2%

This part in full, previewed entries included:
SMILES	Luc counter	RECQ1 inh	L3MBTL1 block	ALDH1A1 block	Tau ThT inhib	Lamin A splicing	JMJD2E inh	SMN2 splice enh
CCOC(=O)C1CCCN(C2CC(=O)N(c3ccc(C)c(C)c3)C2=O)C1 (stereo not given)	-1%	9%	22%	10µM*	6%	0%	1%	-12%
N#CC1(P(=O)(c2ccccc2)c2ccccc2)CC1	-3%	-5%	4%	-1%	-14%	-2%	4%	-2%
Cc1ccnc(-n2sc3ccccc3c2=O)n1	?	-1%	·	1.3µM*	14µM*	8%	13µM*	12%
Cc1sc(NC(=O)CN2CCOCC2)c(C(=O)c2ccccc2)c1C	-5%	-2%	-8%	5%	-5%	7%	9%	4%
COc1ccc2c(c1)O[C@@H](c1cccc(C(F)(F)F)c1)[C@H](OC(=O)Nc1ccc(C)c(Br)c1)C2=O	-2%	-9%	·	2%	3%	·	2%	1%
CCOC(=O)C1=C(C)NC(=O)NC1c1ccc(OC(C)C(=O)O)c(OC)c1 (stereo not given)	3%	-2%	7%	7%	3%	-7%	2%	10%
NC(N)=N/N=C/c1ccccc1Cl	·	i	13%	·	1%	·	-6%	·
CC1CCCN(S(=O)(=O)Cc2ccc(Cl)cc2)C1 (stereo not given)	-1%	-12%	·	-17%	-4%	19%	2%	-10%
CC1=C(C(=O)OC(C)C)C(c2cccnc2)C2=C(CC(C)(C)CC2=O)N1 (stereo not given)	3%	-2%	27%[11.4 µM]	?	-3%	-2%	?	-6%
C/C(CC(=O)Nc1c(C)cc(C)cc1C)=N\NC(=O)c1cnccn1	1%	-7%	1%	6%	-3%	-8%	-2%	-4%
CCn1nc(C(=O)NCc2ccco2)c(Cl)c1Cl	0%	0%	2%	-4%	1%	4%	4%	6%
O=[N+]([O-])c1cc(Oc2cccnc2)cc([N+](=O)[O-])c1	-2%	-6%	13%	-1%	-5%	?	9%	-2%
CN(C)S(=O)(=O)c1cccc(NC(=O)CSc2nc3ccccc3[nH]2)c1	4%	-9%	0%	3%	-4%	·	1%	-37%[inhibitor]
CC(C)OCCCNC(=S)N1CCC(C(=O)c2ccc3c(c2)OCCO3)CC1	-1%	-5%	6%	-11%	-12%	?	-7%	·
CC(=O)N1CC(=O)N(Cc2ccccc2)/C(=C/c2ccccc2)C1=O	-1%	-14%	-13%	-7%	-2%	-17%[46 µM]	-2%	-2%
CCOc1cc(C2Nc3ccccc3C(=O)N2c2ccccc2OC)ccc1O (stereo not given)	2%	-2%	·	?	-17%	5%	?	-2%
COc1cc(N=Nc2c(C)n(C)n(-c3ccccc3)c2=O)ccc1N	0%	3%	·	-10%	?	·	-10%	18%
COc1ccc2nc(Nc3nc(-c4ccncc4)cs3)sc2c1	3%	-5%	·	2%	?	?	-1%	?
Cc1ccc(C)c(-n2[nH]c3c4c(ccc3c2=O)C(=O)c2ccccc2C4=O)c1	-7%	-4%	-6%	10%	?	?	-3%	-21%
Cn1c(O)c(N=NC(=O)Cn2c(C(F)(F)F)nc3ccccc32)c2ccccc21	-2%	i	2%	0%	-8%	4%	7%	-19%
CCCCSc1nnc(-c2ccccc2NC(C)=O)c(=O)[nH]1	·	-5%	10%	-5%	-3%	·	-1%	·
Cc1cccc(NC(=O)CSc2nnc(-c3ccccc3C)o2)c1	-1%	-12%	10%	-2%	1%	?	2%	13µM*
Cn1c(=O)c2c(ncn2CCCNC2=CC(C)(C)CC(=O)C2)n(C)c1=O	2%	-17%	·	-14%	9%	9%	7%	3%
Cc1cc(CN(C)Cc2c(C(=O)N3CCCCCCC3)nc3ccc(Cl)cn23)n[nH]1	·	i	3%	?	-7%	·	-2%	·
O=C(COc1ccc(Cl)cc1Cl)Nn1c(=S)[nH]c2ncccc2c1=O	3%	-9%	7%	-12%	?	-7%	0%	-1%
O=C(CC1Nc2cccc3cccc(c23)NC1=O)Nc1ccccc1 (stereo not given)	-2%	-6%	-2%	?	9%	?	-3%	3%
Clc1ccc(-c2nc3ccccn3c2CN2CCOCC2)cc1	-1%	-4%	-9%	-7%	4%	-11%	?	7%
CSC(=NNC(=O)c1ccc(O)cc1)SC	?	-14%	·	-9%	-11%	12%	-2%	11%
Cn1cccc1/C=N/N1CCN(c2ccccc2)CC1	1%	-5%	?	14µM*	?	4%[46 µM]	?	20%
COc1ccc(N2CCN(C(=N)/C(C(C)=O)=C(\C)O)CC2)cc1	-1%	-4%	4%	33%[activator]	2%	15%	-3%	5%
CCN1C(=O)C(C)S/C1=N\S(=O)(=O)c1ccc(Cl)s1 (stereo not given)	-5%	-10%	-4%	?	-5%	1%	1%	-9%
CC(C)NC(=O)C1(c2ccccc2)CCOCC1	-5%	-8%	-2%	?	-20%	9%	3%	-9%
Cc1cccnc1NC(=S)Nc1ccc(Br)cc1Cl	-4%	i	-18%	?	-11%	·	?	25µM*
CCOc1nc(NCCC2=CCCCC2)nc(N2CCOCC2)n1	4%	-1%	?	-9%	-7%	-11%	8%	-1%
O=C(O)C1C2C=CC(C2)C1C(=O)OCC1CCCO1 (stereo not given)	0%	5%	-11%	-4%	-7%	?	6%	1%
COc1c(O)c(O)cc2c1oc1c3ccccc3oc(=O)c21	2%	11µM*	·	?	7.9µM*	·	16µM*	-12%
N/C(=N\OS(=O)(=O)c1cccc([N+](=O)[O-])c1)c1ccncc1	-2%	-5%	6%	-9%	3%	-7%	-6%	?
CC(=O)NCCc1c(Cc2ccccc2)[nH]c2ccccc12	0%	11%	·	2%&-6%	0%&-8%	·	7%	-7%
Oc1cccc(C(O)CNCc2ccc(OCc3ccc(Cl)cc3Cl)cc2)c1 (stereo not given)	-1%	-12%	-1%	5%	-5%	?	-21%	17%
Nc1nc(-c2ccccc2)cn1/N=C/c1ccccc1	·	-2%	-3%	·	?	·	5%	·
Cc1ccccc1CSc1ccc(-c2ccc3c(c2)OCO3)nn1	4%	-7%	12%	?	?	?	6%	·
C[C@H]1Cc2c(-c3ccccc3)nc3c(c2CO1)CN(C(=O)NCCc1c[nH]c2ccccc12)CC3	-4%[7.66 µM]	-6%[11.5 µM]	·	11%[13.5 µM]	2%[11.5 µM]	?	13%[11.4 µM]	-10%[9.22 µM]
COc1ccc(C(=O)CSc2nc3ccccc3n2CC(=O)NC(C)(C)C)cc1	0%	-4%	·	2.2µM*	-9%	5%	-7%	9%
CC1=C(C(N)=O)C(c2ccc(Cl)cc2)NC(=O)N1 (stereo not given)	-3%	-5%	8%	5%	-2%	-8%	6%	3%
CNC(=S)NNC(=O)c1ccc(=O)n(Cc2ccc(Cl)cc2Cl)c1	4%	i	-8%	?	-1%	·	-9%	-37%[inhibitor]
Cn1cc(Cl)c(C(=O)NNC(=S)NC2CCCCC2)n1	-6%	-2%	-13%	5%	-13%	5%	?	8%
O=C(NCc1cccs1)C1CCN(S(=O)(=O)c2ccc3c(c2)OCCO3)CC1	0%	i	-1%	-1%	0%	0%	7%	6%
C=CCn1nnnc1SCC(=O)Nc1ccccc1C(=O)OC	·	-11%	1%	-8%	-8%	-3%	1%	·
Cc1ccc(NC(=O)C2CCCCC2C(=O)O)cc1Cl (stereo not given)	-2%	i	19%	?	4%	-9%[46 µM]	18%	-3%
COCCCNC(=O)c1ccc(Cn2c(=O)[nH]c3ccccc3c2=O)cc1	1%	0%	0%	2%	-7%	?	-25%	13%
CN(C)CCNc1nc2c(c(=O)[nH]c(=O)n2C)n1CC(O)COc1ccc(Cl)cc1Cl (stereo not given)	-6%	-10%	-11%	?	-18%	?	2%	-5%
c1coc(CNc2nc(N3CCCCC3)nc3ccccc23)c1	-3%	-14%	-3%	?	-12%	?	?	-31%[inhibitor]
Cc1cccc(NC(=O)Cn2nnc3sc4c(c3c2=O)CC(C)(C)OC4)c1	·	-5%	-6%	·	-2%	·	?	·
O=C(CCCCCNC(=O)c1ccccc1)N=Nc1c(O)[nH]c2c(Br)cc(Br)cc12	-1%	i	-10%	?	6.3µM*	·	4%	-1%
CC(=C\c1ccccc1)/C=C1/SC(=S)N(CCC(=O)Nc2ccccn2)C1=O	·	i	·	-11%	?	·	2%	·
CCOC(=O)C1(Cc2ccc(O)cc2)NC(c2ccccc2F)C2C(=O)N(C)C(=O)C21 (stereo not given)	15%	i	1%	3%	0%	?	1%	-5%
CS(=O)(=O)N1CCN(Cc2ccc([N+](=O)[O-])cc2)CC1	-2%	-1%	1%	4%	-6%	8%[46 µM]	-14%	·
CCOC(=O)C1=C(O)C(=O)N(Cc2ccccc2)CC1	·	-17%	5%	-5%	-7%	·	7%	·
CS(=O)(=O)c1ncc(Cl)c(C(=O)Nc2ccc(N3CCOCC3)cc2)n1	0%	-6%	-17%	10µM*	3.2µM*	?	-9%	26%
Cc1ccc(NC(=O)CSc2nccc(=O)[nH]2)c(S(=O)(=O)N2CCOCC2)c1	1%	-2%	3%	-5%	2%	5%	-2%	-7%
The list continues:
SMILES	Luc counter	RECQ1 inh	L3MBTL1 block	ALDH1A1 block	Tau ThT inhib	Lamin A splicing	JMJD2E inh	SMN2 splice enh
O=C(Nc1ccccc1N1CCOCC1)c1cccc([N+](=O)[O-])c1	-2%	i	-5%	5%	1%	-9%	0%	-5%
CN(C)C(=S)c1ccccc1	·	-6%	-4%	7.1µM*	?	·	-12%	·
O=C(O)c1cc2cc(Cl)ccc2oc1=O	-2%	-7%	45%[activator]	?	6%	-6%	?	1%
Cc1nn(CCO)c2nc(-c3cccs3)cc(C(F)(F)F)c12	-3%	-1%	13%	?	-11%	?	?	-16%

Source: PubChem (National Center for Advancing Translational Sciences (NCATS))
